Screens from PubChem.
K1F lysis inhibition: inhibition of K1F phage lysis, E. coli UTI89, bacterial capsule biogenesis inhibitors, alamar blue (AID 488966); E. coli UTI89 K1F phage lysis, alamar blue, 2 h; higher % means a stronger effect; inhibition, % at 100 µM; hits with a dose series show IC50 in µM; 0.02% of 340,000 active;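 active means phage lysis inhibition, versus mean bacterial control, above a set limit; inconclusive means no clear call, values can overlap the other calls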;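 further: capsule biogenesis inhibitors block K1F phage lysis so surviving cells raise fluorescence; higher fluorescence means more inhibition of phage lysis; actives were called in the ten point dose series up to 300 µM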
LYP phosphatase: PTPN22 lymphoid phosphatase activity blockers – biochemical, fluorescence intensity, uHTS (AID 1779) | recombinant LYP phosphatase, fluorescence intensity; higher % means a stronger effect | one-dose inhibition, % at 11.5 µM; IC50 in µM for titrated hits | 0.054% of 290,000 active; in the data active means inhibition above about 50%;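 further: plate controls were vehicle with enzyme for no effect and no enzyme for full effect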
RSV antiviral HEp-2: RSV antiviral activity via CPE protection, HEp-2 cells, primary 10 µM value included (AID 2391) | HEp-2 cells, RSV-induced CPE inhibition; higher % means a stronger effect | CPE inhibition, % at 10 µM; hits with a dose series show IC50 in µM | 0.13% of 310,000 active; in the data active means a potency from the dose series; inconclusive means CPE inhibition mostly from about 23% at the one dose, without a potency; inactive means the rest, 99 in 100 with CPE inhibition below about 21%; further: strong numbers were not always called active
NTR1 ag: agonists of NTR1, primary screen, imaging, U2OS cells, beta-arrestin-GFP, high content (AID 493036). activation, % at 20 µM. 0.17% of 330,000 active. NTR1-U2OS beta-arrestin-GFP spot imaging, agonist mode. P30989;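 active means activation at or above 40% of the spot to cytoplasm intensity ratio, with at least 20 cells analyzed; inconclusive means wells under 20 cells, flagged as cytotoxic or low count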;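 further: 0% = DMSO without peptide and 100% = 100 nM NTR1 peptide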
Target sequence (P30989 whole entry, looked up): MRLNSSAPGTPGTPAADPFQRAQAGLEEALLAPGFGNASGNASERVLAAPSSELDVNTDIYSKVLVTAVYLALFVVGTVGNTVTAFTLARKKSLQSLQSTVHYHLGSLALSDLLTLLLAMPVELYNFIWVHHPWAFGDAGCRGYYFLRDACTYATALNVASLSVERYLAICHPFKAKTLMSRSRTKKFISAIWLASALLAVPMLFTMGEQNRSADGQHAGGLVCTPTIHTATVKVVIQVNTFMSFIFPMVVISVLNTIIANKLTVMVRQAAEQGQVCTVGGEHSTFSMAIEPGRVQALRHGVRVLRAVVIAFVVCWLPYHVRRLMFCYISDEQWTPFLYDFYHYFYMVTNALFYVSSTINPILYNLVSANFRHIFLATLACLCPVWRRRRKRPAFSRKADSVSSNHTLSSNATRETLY
NS5 inhibitors: Dengue-2 NS5 methyltransferase inhibitors, primary screen, biochemical, confirmation dose response (AID 588689). Dengue-2 NS5 methyltransferase capping enzyme assay, biochemical; higher % means a stronger effect. inhibition, % at 25 µM; hits with a dose series show IC50 in µM. 0.3% of 340,000 active; in the data active means a potency from the dose series; inconclusive means inhibition above about 29% without an active follow-up result
Autophagy HCS: modulators of autophagy. MEF GFP-LC3 puncta imaging; test concentration mostly 10 µM. calls only at 10 µM (by protocol). 0.98% of 190,000 active;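 active means percentage of spot-positive cells more than 3 SD above its plate mean, without a fluorescence outlier flag or 80% toxicity; inconclusive means no clear call, values can overlap the other calls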;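 further: spot-positive cell cutoff set from DMSO-treated cells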
WT yeast gro inh: growth inhibition of WT yeast, mitochondrial fusion screen; mitochondrial fusion phenotypic screen, WT strain; inhibition, % at 10 µM; 2.1% of 190,000 active; AID 1362; in the data active means inhibition above about 58%; tested in S. cerevisiae
AID2073: disruptors of CaV2.2 binding to Mint1 – biochemical, HTRF (AID 2073); HTRF protein-protein interaction, Mint1-CaV2.2; higher % means a stronger effect; 0.19% of 290,000 active; inhibition, % at 20 µM, or IC50 in µM where a hit was titrated; in the data active means inhibition mostly above about 51%, no sharp cut-off; inconclusive means no clear call, values can overlap the other calls; inactive means mostly below about 53%; further: some results filed as inactive read as strong as hits
GPR35 antagonists: GPR35 antagonists blocking zaprinast-driven arrestin recruitment, primary screen, imaging, U2OS, beta-arrestin-GFP, zaprinast agonist (AID 2058). U2OS GPR35 beta-arrestin-GFP translocation imaging, zaprinast antagonism; higher % means a stronger effect. one-dose inhibition, % at 10 µM; IC50 in µM for titrated hits. 0.052% of 290,000 active;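 active means inhibition of at least 50% with at least 30 cells and total cytoplasm GFP at most 10,000,000; inconclusive means under 30 cells or total GFP of 10,000,000 plus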
WT yeast gro inh mutant strain: recorded beside WT yeast gro inh, whose call it bears; inhibition, %; mitochondrial fusion phenotypic screen, mutant strain inhibition
Autophagy HCS cell loss 18 h: recorded beside Autophagy HCS, whose call it bears; toxicity, %; measured here: cell loss, nuclei count;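 cell loss after 18 h compound exposure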
NTR1 ag cell count 20 µM: further read-out of NTR1 ag, marked with its call; cell count; measured here: cell count, cytotoxicity flag
NS5 inhibitors pilot replicate: also measured in NS5 inhibitors; calls as there; inhibition, %; measured here: pilot screen replicate inhibition
Starred values were filed as active, the others as inactive; i = inactive; ? = inconclusive; . = no result given; [ ] = another dose, or the depositor's remark.

SMILES	K1F lysis inhibition	LYP phosphatase	RSV antiviral HEp-2	NTR1 ag	NTR1 ag cell count 20 µM	NS5 inhibitors	Autophagy HCS	Autophagy HCS cell loss 18 h	WT yeast gro inh	WT yeast gro inh mutant strain	AID2073	GPR35 antagonists	others
CC1CN(c2ccc(Oc3ccccc3)cc2)c2nc3c(c(=O)n(CC(N)=O)c(=O)n3C)n2C1 (centres undefined)	-0.2%	4%	1.9%	6.8	68	-1%	.	.	16	5	6%	-9%
On1nnc2ccc(C(F)(F)F)cc21	-0.3%	-4%	1.4%	-0.4	29	0%	i	14	23	4	20%	-12%
Cc1[nH]c(C)c(S(=O)(=O)N2CCCCC2C)c1C(=O)N1CCCC1 (centres undefined)	0.1%	-17%	-0.6%	-0.9	66	-6%	.	.	.	.	9%	19%
O=C(NCc1cccs1)C1CCC(=O)N1C1CCCCC1 (centres undefined)	3.7%	-9%	-0.2%	1.8	60	-7%	i	15	10	5	-1%	-3%
COc1ccccc1NC(=O)N(Cc1cc2cc(OC)c(OC)cc2[nH]c1=O)CC1CCCO1 (centres undefined)	-1.2%	-2%	2.5%	0.0	57	5%	i	-15	-2	-2	0%	-4%
CCN=C1SC(C(=O)Nc2cccc(Br)c2)CC(=O)N1CC (centres undefined)	0.8%[50 µM]	-4%	3.6%	4.4	69	-6%	i	-11	-2	-11	-5%	6%
Cc1cc(=O)n(C)c2ccc(S(=O)(=O)N3CCOCC3)cc12	0.9%	-5%	1.5%	0.3	57	-5%	.	.	.	.	-4%	0%
COc1cc(S(=O)(=O)NCc2ccccc2)ccc1-n1cnnn1	0.1%	-8%	1.2%	0.6	56	-6%	.	.	.	.	0%	12%
Cc1nn(Cc2noc(C(=O)NCc3ccc(F)cc3)n2)c(C)c1Br	0.4%	4%	0.4%	-1.4	52	-8%	i	19	-3	11	0%	-17%
CCN(Cc1nc(-c2ccc(OC)c(OC)c2)no1)C(=O)c1ccc2c(c1)OCO2	-0.3%	-6%	2.6%	-0.7	52	-7%	.	.	.	.	10%	6%
Cc1ccc(S(=O)(=O)Nc2ccccc2C=Nc2cccc(C)c2C)cc1	-1.0%[50 µM]	-2%	8.2%	.	.	6%	i	7	23	22	5%	-28%
CCOC(=O)CN1C(=O)N[C@@H](CCc2ccccc2)[C@H](C(=O)OC)[C@H]1C	1.6%	.	-0.8%	1.2	78	7%	.	.	.	.	.	.
C=CCn1c(SCC(=O)c2ccc(Br)cc2)nnc1C(CC(C)C)NC(=O)c1cccs1 (centres undefined)	0.0%	1%	0.6%	11	64	-22%	i	5	4	3	-10%	16%	NS5 inhibitors pilot replicate=4.1
COc1ccc(-n2ccnc2SCC(=O)NCc2ccco2)c(OC)c1	0.0%	-7%	0.2%	0.8	55	-5%	i	-19	14	21	?	-7%
Cc1cc2nc3ccc(N(C)C)cc3nc2cc1N	-0.2%	.	1.5%	-2.4	49	?	.	.	.	.	.	.
CCCn1cnc2cc(NC(=O)c3ccco3)ccc21	1.9%[50 µM]	-11%	1.8%	-0.3	68	-3%	.	.	.	.	10%	11%
Cc1sc2c(c1C)CN(C(C)(C)C)CN2C(=O)c1ccccc1	1.4%	19%	-0.9%	0.6	32	-15%	i	1	-6	-2	-18%	9%
OC(COc1ccccc1)CN1CCN(c2ncccn2)CC1 (centres undefined)	0.0%	-5%	0.1%	0.6	87	-2%	i	0	12	13	5%	-2%
O=C(NCC(=O)N1CCN(c2ccccc2)CC1)c1cccs1	-0.4%[50 µM]	-2%	1.4%	0.6	82	-8%	.	.	.	.	12%	-10%
COc1ccc(NC(=O)c2ccc3ncsc3c2)c2ccccc12	-0.1%	3%	4.1%	-0.2	68	-4%	.	.	.	.	6%	8%

Structures listed so far containing fluorine (two):
SMILES	K1F lysis inhibition	LYP phosphatase	RSV antiviral HEp-2	NTR1 ag	NTR1 ag cell count 20 µM	NS5 inhibitors	Autophagy HCS	Autophagy HCS cell loss 18 h	WT yeast gro inh	WT yeast gro inh mutant strain	AID2073	GPR35 antagonists	others
On1nnc2ccc(C(F)(F)F)cc21	-0.3%	-4%	1.4%	-0.4	29	0%	i	14	23	4	20%	-12%
Cc1nn(Cc2noc(C(=O)NCc3ccc(F)cc3)n2)c(C)c1Br	0.4%	4%	0.4%	-1.4	52	-8%	i	19	-3	11	0%	-17%

Returning to the listing, repeating the 3 entries before the break.
SMILES	K1F lysis inhibition	LYP phosphatase	RSV antiviral HEp-2	NTR1 ag	NTR1 ag cell count 20 µM	NS5 inhibitors	Autophagy HCS	Autophagy HCS cell loss 18 h	WT yeast gro inh	WT yeast gro inh mutant strain	AID2073	GPR35 antagonists	others
OC(COc1ccccc1)CN1CCN(c2ncccn2)CC1 (centres undefined)	0.0%	-5%	0.1%	0.6	87	-2%	i	0	12	13	5%	-2%
O=C(NCC(=O)N1CCN(c2ccccc2)CC1)c1cccs1	-0.4%[50 µM]	-2%	1.4%	0.6	82	-8%	.	.	.	.	12%	-10%
COc1ccc(NC(=O)c2ccc3ncsc3c2)c2ccccc12	-0.1%	3%	4.1%	-0.2	68	-4%	.	.	.	.	6%	8%
O=[N+]([O-])c1cc(/C=N\Nc2nc(-c3ccccc3)cs2)ccc1O	-1.1%	-4%	?	4.8	37	7%	i	-5	35	29	36%	-3%
CCOC(=O)C(C)(C)N(Cc1ccccc1C)S(=O)(=O)c1ccc(Cl)c([N+](=O)[O-])c1	-1.0%	7%	3.4%	11	58	5%	i	20	42	4	-5%	18%
CC(C)(C)S(=O)(=O)c1cnc(-c2cnccn2)nc1N	.	-2%	0.9%	-0.6	59	.	.	.	.	.	1%	18%
CCC(C)[C@H](NC(=O)C1CC(=O)N(c2ccc(OC)cc2)C1)C(=O)NC1CCCC1 (some centres undefined)	0.0%	-10%	1.2%	1.3	58	-1%	.	.	.	.	-6%	5%
Cc1cccc(NC(=O)CNC(=O)c2cccc(-n3cccc3)c2)c1C	0.4%[50 µM]	.	-1.8%	-0.8	44	-1%	.	.	.	.	.	.
Cn1c(CNC(=O)c2ccccc2F)nnc1SCC(=O)c1ccccc1	-1.2%[50 µM]	0%	2.4%	2.0	60	4%	.	.	.	.	-6%	9%
O=C(Nc1nnc(-c2ccc(F)cc2)o1)c1ccco1	-0.2%	-4%	0.6%	0.2	62	-3%	.	.	23	2	28%	-8%
COc1ccc(C(CCN2CCOCC2)c2c(O)cc(OC)cc2OC)cc1 (centres undefined)	1.6%	-2%	-1.1%	-4.8	111	-1%	.	.	.	.	-5%	0%
O=C(NCCc1nnc2ccc(NCc3ccc(Cl)cc3)nn12)c1ccccc1	0.3%	-5%	-0.4%	3.4	59	-12%	i	-30	2	12	15%	-8%
Cc1nc(C(=O)N2CCCC(N3CCN(c4ccccc4C)CC3)C2)cs1 (centres undefined)	0.2%	-7%	-0.2%	-0.2	57	2%	.	.	.	.	-4%	1%
Cc1cc(C)nc(-n2nc(C)c(Oc3ccccc3O)c2C)n1	0.3%	-3%	1.3%	0.6	46	-3%	i	3	17	7	1%	1%
CC(=O)NC(CC(=O)OCc1ccc([N+](=O)[O-])cc1)c1ccccc1 (centres undefined)	0.0%	-9%	1.2%	0.2	46	-3%	.	.	.	.	4%	13%
COc1cc(C(=O)NNC(=S)Nc2ccc(S(N)(=O)=O)cc2)cc(OC)c1OC	-0.4%	-1%	0.9%	0.9	38	2%	i	40	14	2	-8%	-4%
Cc1ccc(Cc2cnc(NC(=O)/C(C#N)=C/c3ccc(-c4cccc([N+](=O)[O-])c4)o3)s2)cc1	0.4%	1%	?	12	10	2%	i	5	1	-18	24%	-2%
COc1ccccc1NC(=S)NCc1ccco1	-0.2%	0%	1.3%	-1.0	69	-7%	i	2	15	2	-23%	-7%
O=C(NN=C1c2ccccc2-c2ccccc21)c1ccccc1	0.7%	.	8.2%	3.4	64	-2%	.	.	.	.	.	.
O=C(Cn1c(C(=O)NCc2ccco2)cc2sccc21)c1ccccc1	0.7%	-11%	1.5%	-0.4	57	2%	i	9	15	14	-3%	4%
CCC(C(=O)Nc1ccc(C)cc1)c1ccccc1 (centres undefined)	0.9%	-1%	-0.2%	-0.1	58	-2%	i	-45	0	-7	4%	-6%
C#CCOCCOCCOCCNc1nc(N2CCN(C(=O)[C@H](CCCCN)n3cc([C@@H](N)C(C)CC)nn3)CC2)nc(N2CCN(C(=O)[C@H](CCCCN)n3cc([C@@H](N)CC(C)C)nn3)CC2)n1 (some centres undefined)	0.6%	-34%	-0.3%	-2.7	67	-7%	i	-8	-25	-21	8%	11%
Cc1ccc(O)c(NC(=O)c2ccc3c(c2)C(=O)N(CC(C)C)C3=O)c1	-1.6%	-7%	0.1%	-0.4	74	1%	.	.	.	.	8%	-2%
O=C(CSCc1ccc([N+](=O)[O-])cc1)NCCSCc1ccccc1	-0.1%	0%	0.2%	1.9	49	11%	i	1	13	16	-6%	7%
Cc1csc(NC(=O)c2cc3ccccc3o2)n1	0.8%[50 µM]	.	2.4%	-2.8	57	-7%	.	.	.	.	.	.
O=C(Cc1ccc(S(=O)(=O)N2CCOCC2)s1)Nc1ccc(S(=O)(=O)N2CCCCC2)cc1	0.2%[50 µM]	.	?	0.2	73	-4%	.	.	.	.	.	.
CC(C)C(=O)NC(c1cccc([N+](=O)[O-])c1)c1c(O)ccc2ccccc12 (centres undefined)	-0.5%	-6%	2.2%	5.0	49	-4%	i	-13	-1	-2	-6%	1%
CCOC(=O)c1sc(NC(=O)Nc2cccc(Cl)c2)cc1C	-0.3%	5%	20%	34	50	0%	i	6	67*	16*	49%	-11%
C=CCOc1c(Br)cc(/C=N/O)cc1OCC	-1.1%	-9%	2.7%	2.4	61	-7%	i	-10	-6	-12	-7%	-1%
CCn1ncc(Br)c1C(=O)N(C)C12CC3CC(CC(C3)C1)C2	-0.3%	-4%	-1.3%	0.8	45	0%	i	-7	16	26	2%	6%
Cc1cc(C)c(C)c(OCCCCN(C)Cc2ccccc2)c1	0.0%	-2%	0.6%	1.9	68	-1%	.	.	.	.	40%	-19%	NS5 inhibitors pilot replicate=-1.2
CCOc1ccc(-c2cc(CCCC(=O)NCc3cccnc3)no2)cc1	0.8%	8%	4.8%	-0.3	45	3%	i	13	15	-4	5%	-10%
CCOC(=O)CNC(=O)CSc1nc(Cc2cccs2)nc2ccccc12	1.2%	-5%	1.6%	2.4	52	19%	i	-2	29	23	16%	3%
CC(=O)CC(c1ccc([N+](=O)[O-])cc1)c1c(O)c2ccccc2oc1=O (centres undefined)	0.8%	0%	3.4%	-1.1	58	-1%	i	9	-6	4	3%	-6%
N#CC1CC(c2ccccc2)=NN1c1ccccc1[N+](=O)[O-] (centres undefined)	0.3%	-1%	19%	1.5	51	2%	i	-2	12	10	0%	-6%
O=[N+]([O-])c1cc(C(F)(F)F)ccc1SCC(O)CO (centres undefined)	-0.1%	-7%	44%	-1.3	59	-2%	i	7	6	4	-6%	-4%
